Compound activity as filed in PubChem BioAssay.
TCR activator = Activators of T cell receptors: qHTS campaign; primary human leukocytes, anti-CD3, IL-2 HTRF, 48 h; Potency, µM (doses to about 9.22 µM), inactives show top-dose activation of IL-2 secretion, actives largely listed as activators; 330,000 tested, under 10 active; note: % of control where 0% means no effect
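HTRF read-out of IL-2 secretion: europium cryptate donor excited at 320nm, d2 acceptor emission at 665nm. Cells were primary human leukocytes incubated 48 hr with compounds and a-CD3 beads, supplying TCR signal only.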
Tb PFK block = qHTS Assay to Find Inhibitors of T. brucei phosphofructokinase; ATP-dependent 6-phosphofructokinase (Trypanosoma brucei brucei), O15648; T. brucei PFK, ADP-Glo luminescence; Potency, µM (series often up to 57.5 µM), for inactives: top-dose activity, negative = inhibition, actives largely listed as inhibitors; 330,000 tested, 0.17% active;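 note: potency is the fitted concentration of half-maximal effect; 0% = uninhibited 1x PFK enzyme wells and -100% = no-enzyme wells; nearly all actives have a fitted effect of over 60% in size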
Target sequence (O15648 whole entry, looked up): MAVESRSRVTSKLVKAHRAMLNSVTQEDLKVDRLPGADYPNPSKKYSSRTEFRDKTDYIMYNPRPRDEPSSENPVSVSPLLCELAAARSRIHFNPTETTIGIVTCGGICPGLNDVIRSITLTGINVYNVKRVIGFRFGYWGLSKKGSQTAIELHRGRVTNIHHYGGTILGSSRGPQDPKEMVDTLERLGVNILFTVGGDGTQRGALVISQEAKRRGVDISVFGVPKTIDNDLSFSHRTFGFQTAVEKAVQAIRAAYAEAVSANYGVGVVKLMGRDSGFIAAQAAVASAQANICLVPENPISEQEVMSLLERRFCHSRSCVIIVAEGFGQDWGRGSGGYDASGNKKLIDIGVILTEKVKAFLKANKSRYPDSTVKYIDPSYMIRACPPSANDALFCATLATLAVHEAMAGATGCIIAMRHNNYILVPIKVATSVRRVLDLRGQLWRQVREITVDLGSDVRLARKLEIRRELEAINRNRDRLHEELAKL
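In TEA buffer at pH 8.0 with 5 mM MgCl2, enzyme (1.25 nM) converted F6P (0.5 mM) and ATP (0.1 mM) for 45 min at room temperature. ADP product was read by luciferase luminescence.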
BCR signal inh = qHTS Assay to Find Inhibitors of Chronic Active B-Cell Receptor Signaling; 340,000 tested, 0.05% active; Potency, µM (series often up to 46.1 µM), for inactives: top-dose ratio change, negative = lower green/red ratio, actives largely listed as inhibitors; ABC-DLBCL IkBa-CBG/CBR reporter, luminescence ratio, 4 h; AID 493014, 2011; active = well fitted inhibition curve with a large enough effect in the signal ratio, with a control signal flat, not every such curve was filed as active; inconclusive = small, poorly fitted or top-dose-only effect, or effect the other way, or a change in a side signal; the % refers to the signal ratio;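 note: potency is the fitted concentration of half-maximal effect; plate controls were basal doxycycline-induced cells for no effect and cells given 10 µM MG132 for full effect; MG132 reads +100%, hits lower the ratio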
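Compounds up to 46 uM were incubated four hours with TMD8 cells whose green CBG68 luciferase is fused to IkappaBalpha; red CBR luminescence normalised the signal, and concentration-effect curves were fitted to fusion, red and ratio data.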
Mito fusion act = qHTS Assay for Small Molecule Inhibitors of Mitochondrial Division or Activators of Mitochondrial Fusion. S. cerevisiae fusion-defective mutant growth rescue, CellTiterGlo 48 h. 320,000 tested, 0.23% active. AID 485298, 2010. Potency, µM (series often up to 46.1 µM), inactives show at the top dose growth rescue (activation), usual class: activators;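 note: potency is the fitted concentration of half-maximal effect; % of control where 0% means no effect; nearly all actives have a fitted effect of over 45% in size; temperature-sensitive fusion mutants such as fzo1-1 at 37 °C on non-fermentable ethanol glycerol medium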
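Compounds are tested for their ability to restore growth of mitochondrial fusion-defective yeast strains at non-permissive 37C in YPEG medium over 48 hours. Viability is quantified by luciferase luminescence.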
Eya2 phos inh = qHTS Assay for Inhibitors of the Phosphatase Activity of Eya2; Potency, µM (top dose mostly 76.9 µM), inactives show at the highest dose activity, negative = inhibition, hits mostly inhibitors; 330,000 tested, 0.006% active; recombinant Eya2, OMFP fluorescence dephosphorylation (OMFP is methylfluorescein phosphate); Protein phosphatase EYA2 (Homo sapiens), O00167; note: potency is the fitted concentration of half-maximal effect; % is set by controls: 0 for no effect and ±100 for the full control effect
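Eya2 protein (added as 0.2 uM solution) was preincubated with compound for 10 min at ambient temperature in 50 mM HEPES pH 7.5, 50 mM NaCl, 5 uM MgCl2, 0.05% BSA, 1 mM DTT. OMFP (added at 50 uM) then reacted 10 min; fluorescence read at 485/525 nm.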
TSHR antagonist = Antagonists of the Thyroid Stimulating Hormone Receptor: HTS campaign; TSHR-expressing cells, TSH-stimulated cAMP HTRF, 2 h; hits give low values; activity change, negative = inhibition, % at 11.5 µM; 330,000 tested, 0.2% active; AID 504810, 2011;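 active = activity change below a set negative limit, meaning inhibition stronger than a set level, cut at about -70% in these data; inconclusive = activity change between two set negative limits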; note: % is set by controls: 0 for no effect and ±100 for the full control effect
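Inhibition of cAMP made by TSHR-expressing cells under TSH stimulation (4nM final, EC80; 2 h, 37 deg C) is quantified with a one-step lysis HTRF kit, anti-cAMP cryptate versus cAMP-d2.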
TSG101-PTAP inh = qHTS Assay for Iinhibitors of HIV-1 Budding by Blocking the Interaction of PTAP/TSG101 | 340,000 tested, under 10 active | Fluorescence polarization, FITC-PTAP peptide / Tsg101 binding | AID 493005, 2010 | Tumor susceptibility gene 101 protein (Homo sapiens), Q99816 | Potency, µM (highest dose often 115 µM), without a hit: at the highest dose activity change, negative = inhibition, hits mostly inhibitors; active = well fitted inhibition curve with a large enough effect in the main read-out, with a control signal flat, not every such curve was filed as active; inconclusive = small, poorly fitted or top-dose-only effect, or effect the other way, or a change in a side signal; inactive = no such curve, though single readings can be large or run the other way; note: potency is the fitted concentration of half-maximal effect; % of control where 0% means no effect
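Fluorescence anisotropy tracks displacement of a FITC-tagged PTAP peptide (50 nM) from the Tsg101 binding domain (10 uM), following a 20 min room-temperature incubation at pH 7.5.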
uPA surface inh = qHTS for Inhibitors of Cell Surface uPA Generation; cell surface uPA generation assay, qHTS; Potency, µM (series often up to 38.3 µM), for inactives: top-dose activity change, negative = inhibition, actives largely listed as inhibitors; 330,000 tested, 0.31% active; AID 540303, 2011; active = well fitted inhibition curve with a large enough effect; inconclusive = small, poorly fitted or top-dose-only effect; inactive = no such curve, though single readings can be large or run the other way; tested in mouse RAW 264.7 cells; note: potency is the fitted concentration of half-maximal effect; % is set by controls: 0 for no effect and ±100 for the full control effect; nearly all actives have a fitted effect of over 55% in size
B2AR arrestin = qHTS assay of beta-arrestin-biased ligands of beta2-adrenergic receptor | beta-arrestin recruitment to beta2AR, cell-based reporter | Potency, µM (top dose mostly 46.1 µM), inactives show at the top dose activation, usual class: activators | 330,000 tested, 0.02% active;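 note: potency is the fitted concentration of half-maximal effect; 0% = DMSO controls and full agonism = EC100 isoproterenol or metaproterenol; nearly all actives have a fitted effect of over 65% in size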
Target sequence (P07550 whole entry, looked up): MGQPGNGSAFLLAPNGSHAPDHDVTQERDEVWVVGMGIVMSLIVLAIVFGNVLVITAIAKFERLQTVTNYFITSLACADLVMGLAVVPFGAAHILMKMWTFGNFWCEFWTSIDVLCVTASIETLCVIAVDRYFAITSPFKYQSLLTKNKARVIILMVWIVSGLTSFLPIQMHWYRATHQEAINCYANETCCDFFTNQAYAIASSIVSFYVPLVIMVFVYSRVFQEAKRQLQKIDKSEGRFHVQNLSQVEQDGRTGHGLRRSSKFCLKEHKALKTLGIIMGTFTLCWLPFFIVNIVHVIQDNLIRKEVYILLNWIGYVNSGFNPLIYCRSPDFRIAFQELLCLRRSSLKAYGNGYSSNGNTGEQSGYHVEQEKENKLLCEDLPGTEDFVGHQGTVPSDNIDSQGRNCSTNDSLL
ELG1 DNA repair = qHTS screen for small molecules that inhibit ELG1-dependent DNA repair in human embryonic kidney (HEK293T) cells expressing luciferase-tagged ELG1; Potency, µM (doses to about 46.1 µM), inactives show top-dose activity change, negative = inhibition, hits mostly inhibitors; AID 504467, 2011; 330,000 tested, 2.3% active; HEK293T ELG1-luciferase reporter, luminescence, 16 h; DNA damage induced by 5-fluorouridine; note: potency is the fitted concentration of half-maximal effect; % is set by controls: 0 for no effect and ±100 for the full control effect; nearly all actives have a fitted effect of over 55% in size
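5-Fluorouridine DNA damage + compound/DMSO, 2,000 cells/well, 16 h, 37 °C/5% CO2. ONE-Glo, 30 min RT, luminescence. Readout = decrease in reporter signal.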
USP2a inh = qHTS Assay for Inhibitors of Ubiquitin-specific Protease USP2a Using CHOP2 as the Reporter; Ubiquitin carboxyl-terminal hydrolase 2 (Homo sapiens), O75604; USP2 core, Ub-CHOP2 coupled fluorogenic reporter, 485/531; Potency, µM (doses to about 38.3 µM), inactives show top-dose activity change, negative = inhibition, most hits filed as inhibitors; 330,000 tested, 0.01% active; AID 463254, 2010;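 note: potency is the fitted concentration of half-maximal effect; plate controls were DMSO wells for no effect and full inhibition by NEM control for full effect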
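USP2 core (10nM final) preincubated 30min RT with compound in 20mM Tris-HCl pH 8.0, 2mM CaCl2, 2mM beta-mercaptoethanol, 0.05% CHAPS; 25nM Ub-CHOP2 plus 25nM reporter substrate added, fluorescence (Ex485/Em531) read after 60min.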
* = called active by the depositor; u = inconclusive; x = no result given; [ ] = remark or other dose. Unless noted, calls come from the whole dose curve; as a rule, active = well fitted curve in the direction sought with a large enough effect; inconclusive = small, poorly fitted or top-dose-only effect, or another doubt; inactive = no such curve, though single readings can be large; an effect the other way counts as inactive or inconclusive.

SMILES | TCR activator | Tb PFK block | BCR signal inh | Mito fusion act | Eya2 phos inh | TSHR antagonist | TSG101-PTAP inh | uPA surface inh | B2AR arrestin | ELG1 DNA repair | USP2a inh
CC(C)N(CC(N)=O)c1ncnc2sc(-c3ccccc3)cc12 | 7% | 0% | u | 7% | -4% | -2 | -1% | -3% | -0.5% | -19% | -2%
CC(C)(C)c1csc(N/N=C/c2ccc(O)cc2)n1 | -2% | -1% | 3% | -15% | 9% | -2 | -7% | u | -4.5% | u | 1%
CC(C)OC(=O)c1ccc(NC(=O)Cn2c(-c3nonc3N)nc3ccccc32)cc1 | -22%[46.1 µM] | 2% | u | 3% | -2% | -19 | -3% | 7% | 0.4% | -1% | 0%
CCN(CC(=O)NC1CCS(=O)(=O)C1)S(=O)(=O)c1ccc(Cl)cc1C(F)(F)F (stereo unspecified) | 7% | 0% | -1% | -4% | 22% | 13 | 0% | 3% | -0.1% | u | 2%
COc1cc(C2c3cc4c(cc3C(OC3OC5COC(c6cccs6)OC5C(O)C3O)C3COC(=O)C23)OCO4)cc(OC)c1O (stereo unspecified) | 6% | -3% | u | 0% | 8% | -13 | -1% | -90% | 0.3% | u | 5%
Cc1cc(C)c(OCC(=O)NCC2CCCO2)c(C)c1 (stereo unspecified) | -7% | 0% | -1% | 7% | 6% | -3 | -1% | 6% | -0.3% | 7% | 2%
Cn1c(N)c(C(=O)COC(=O)c2ccccc2C(F)(F)F)c(=O)n(C)c1=O | 1% | -1% | -7% | x | -14% | -17 | -3% | 17% | 0.0% | 1% | 1%
CC(=O)N1CCN(CC(=O)c2ccc(Br)cc2)CC1 | -8%[46.1 µM] | 1% | -17% | 2% | 3% | 5 | -1% | 2% | 14% | 0% | -1%
C/C(=N\NC(=O)c1nnn(-c2nonc2N)c1CSc1ccc(Cl)cc1)c1cccnc1 | 4% | -14% | 0% | 2% | 13% | -9 | -3% | -2% | -0.5% | -20% | -6%
CCCNC(=O)OC[C@H]1O[C@H](CCO/N=C/[C@@H](OC)[C@H](C)/C=C/CC(=O)OC)C=C[C@@H]1Oc1ccc(OC)cc1 | x | 0% | -12% | -2% | -6% | 2 | x | x | -0.4% | u | -3%
CCc1sc(C(=O)Nc2ccc(F)cc2C)cc1C | 2%[46.1 µM] | 5% | u | 3% | -10% | 10 | -3% | 9% | 0.3% | u | 3%
Cc1ccc(Sc2ccc(C(=O)NC(C)C)cc2[N+](=O)[O-])cc1 | -4% | -1% | 0% | 1% | 2% | -8 | -6% | 8% | -1.6% | 9% | 0%
Cn1c2c(c(=O)n(C)c1=O)C(c1ccc(O)cc1)Nc1ccccc1O2 (stereo unspecified) | -6% | -2% | 13% | -2% | 12% | 7 | -6% | -4% | 0.4% | 1% | -2%
Cc1c(NC(=O)CN2C(=O)c3ccccc3S2(=O)=O)c(=O)n(-c2ccccc2)n1C | 2% | 0% | u | -4% | 3% | 3 | -1% | 6% | -0.5% | 2% | 2%
C/C(=N\NC(=O)C1CC1)c1ccc(N2CCOCC2)cc1 | 4% | 1% | 0% | 2% | -7% | -6 | -4% | -1% | 0.0% | 24% | -1%
COc1nc(C#N)nc(N(C)C)n1 | -3% | 18% | -3% | -3% | 7% | 2 | -2% | -3% | -0.3% | u | -4%
CC(=O)Cn1c(=O)c2c(nc3n2CCCN3Cc2ccccc2)n(C)c1=O | -8% | 0% | 1% | 3% | -24% | -8 | -3% | 2% | 0.3% | -18% | 0%
COc1ccc(Cn2nnnc2C(c2cccs2)N2CCSCC2)cc1 (stereo unspecified) | x | -2% | 2% | 0% | 1% | -8 | -6% | -14% | -0.4% | u | 0%
Cc1ccc(C(=O)C(C)OC(=O)CCN=C2NS(=O)(=O)c3ccccc32)cc1 (stereo unspecified) | -1% | 3% | 1% | -1% | 8% | -3 | -5% | -4% | 0.1% | -6% | 3%
COC(=O)CCC(=O)Nc1cccc2c(NC(=O)CCC(=O)OC)cccc12 | -4% | -1% | -1% | 0% | 5% | 21 | -3% | 4% | 0.0% | 9% | 3%
CCOc1ccc(NS(=O)(=O)c2cc(NC(=O)c3ccc(C)cc3)ccc2Cl)cc1 | -4%[46.1 µM] | 0% | 10% | 13% | -9% | u | -1% | -6% | -1.0% | 6.5µM* | -3%
c1ccc(CSc2nnnn2-c2ccccc2)cc1 | x | 2% | 12% | 14% | 3% | -22 | -4% | -15% | -0.4% | u | 0%
COc1ccccc1OCCOCCOc1ccccc1Cl | 4%[46.1 µM] | 0% | u | 6% | -1% | -12 | 0% | 0% | -1.1% | 10% | 3%
CCN(CC(=O)NCc1cccs1)C(=O)c1ccccc1Cl | x | 0% | 4% | 0% | -4% | 6 | -2% | 1% | 0.1% | 1% | 2%
CN(CC(=O)Nc1cccc2ccccc12)C(=O)c1ccc(NC(=O)CC#N)cc1 | 2% | 5% | -1% | x | -6% | -17 | -5% | 4% | 0.4% | -9% | u
Cc1cccc(C(=O)OCC(=O)N2CCc3ccccc3C2)c1O | -1%[46.1 µM] | -6% | -10% | x | -1% | -12 | 0% | 6% | -0.6% | u | 0%
CCOC(=O)c1ccc(NC(=O)NCc2ccccc2)cc1 | x | -3% | 0% | -5% | 5% | -1 | -4% | 3% | -0.2% | 5% | 4%
O=C1NC(=O)C2(COC3(CCCC3)OC2)S1 | 1% | -1% | u | 3% | -5% | -5 | -5% | 2% | 0.0% | 6% | -1%
COc1ccc(S(=O)(=O)N2CCCCCC2)cc1C(=O)N(C)Cc1ccco1 | -6% | 0% | u | 4% | -13% | 14 | 4% | -9% | -0.2% | 10% | 0%
O=C(O)CSC1c2ccccc2C(=O)N1c1ccccc1 (stereo unspecified) | 4% | -8% | -6% | 1% | -6% | -7 | 0% | 1% | 5.0% | 16% | 0%
COc1ccc(/C=C(\NC(=O)c2ccccc2)C(=O)N2CCC(C)CC2)cc1 | 1% | 2% | 4% | 11% | -15% | 0 | -2% | 0% | 0.4% | -6% | 0%
COc1ccc(Nc2nnc(-c3ccc(N4CCOCC4)c([N+](=O)[O-])c3)c3ccccc23)cc1 | 3% | -1% | -10% | 0% | -1% | -18 | -3% | 4% | 0.1% | -8% | 2%
COc1ccc([C@@H]2CC=C(C(=O)O)[C@H](c3cccc(Cl)c3)N2S(=O)(=O)c2ccc(Cl)cc2)cc1 | 1% | -4% | 8% | -8% | 19% | -14 | 1% | -1% | 0.4% | 5% | -2%
Cc1ccc(S(=O)(=O)N2[C@@H](c3ccccc3)C(C(=O)O)=CC[C@H]2c2ccc3c(c2)OCO3)cc1 | -7% | 0% | 4% | -2% | 26% | 5 | -3% | -8% | -1.5% | u | -8%
CCOc1ccccc1CNC(=O)Cn1c(=O)oc2ccccc21 | 0% | -4% | 1% | 1% | -7% | 27 | -3% | -1% | 0.4% | -1% | 2%
O=C1[C@@H]2Cc3c([nH]c4ccccc34)C(c3ccccc3)N2C(=O)CN1C1CC1 (stereo partly specified) | 1% | -18% | -2% | u | 23% | 38 | -1% | -1% | 0.5% | 1% | -5%
COc1ccc(C)cc1NC(=O)c1nnn(Cc2cccc(C(F)(F)F)c2)c1N | -4% | -1% | 5% | u | -4% | 3 | 1% | 5% | -0.1% | -11% | 0%
CC(C)(C)n1nnnc1C(c1ccc(C#N)cc1)N1CCCC2(CCCCC2)C1 (stereo unspecified) | 1% | 0% | -5% | 3% | -13% | 0 | -4% | -5% | -0.3% | -1% | 8%
